GRK2 inh – human GRK2 inhibition via aptamer displacement; P25098; bead flow cytometry, FAM-aptamer displacement from GRK2; inhibition of aptamer binding, % at 10 µM; 330,000 compounds, 0.59% hits; AID 488847;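 active means inhibition of aptamer binding above 40%, roughly 3 SD of noise, on plates passing a quality check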;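 further: median bead fluorescence of bound FAM aptamer so fluorescent compounds give negative values; no value below 0 was filed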
Target sequence (P25098 whole entry, looked up): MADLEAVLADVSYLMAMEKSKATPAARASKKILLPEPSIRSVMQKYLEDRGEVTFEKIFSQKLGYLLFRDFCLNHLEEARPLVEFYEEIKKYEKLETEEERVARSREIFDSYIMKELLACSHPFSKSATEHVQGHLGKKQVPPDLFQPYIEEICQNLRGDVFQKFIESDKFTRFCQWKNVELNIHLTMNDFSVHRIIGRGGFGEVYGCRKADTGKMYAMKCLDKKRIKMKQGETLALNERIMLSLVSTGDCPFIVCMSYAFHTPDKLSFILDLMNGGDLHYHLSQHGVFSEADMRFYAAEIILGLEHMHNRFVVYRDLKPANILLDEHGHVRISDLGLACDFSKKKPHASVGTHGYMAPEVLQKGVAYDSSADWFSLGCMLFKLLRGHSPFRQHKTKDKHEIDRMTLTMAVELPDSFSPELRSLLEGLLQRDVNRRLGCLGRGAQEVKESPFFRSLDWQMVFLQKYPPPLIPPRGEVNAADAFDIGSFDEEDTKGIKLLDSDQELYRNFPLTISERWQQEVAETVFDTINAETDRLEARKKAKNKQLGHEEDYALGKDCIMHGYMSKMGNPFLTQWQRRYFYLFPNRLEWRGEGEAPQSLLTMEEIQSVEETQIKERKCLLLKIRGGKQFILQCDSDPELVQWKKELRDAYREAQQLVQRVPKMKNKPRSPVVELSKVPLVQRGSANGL
CIT2 TOR yeast – modulators of TOR pathway CIT2-GFP in S. cerevisiae; S. cerevisiae CIT2-GFP strain, flow cytometry, 3 h; 100 means same as DMSO wells; GFP response vs DMSO, % at 10 µM; 320,000 compounds, 0.065% hits; AID 2029;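 active means GFP response relative to DMSO above a set limit, near the screen mean plus 3 SD, cut at about 150% in these data; inconclusive means Fewer than 70 cells measured for a yeast strain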;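 further: ratio of well median GFP fluorescence to mean of DMSO wells on the plate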
RPL19A-GFP yeast – alters RPL19A-GFP fluorescence in TOR pathway yeast screen | percent response vs DMSO, % at 10 µM | 330,000 compounds, 0.3% hits | S. cerevisiae RPL19A-GFP strain, flow cytometry, 3 h; stronger effect = lower value | AID 2025;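 active means percent response vs DMSO below 50%; inconclusive means fewer than 70 events counted for the yeast strain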;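 further: median channel GFP fluorescence of the barcoded RPL19A-GFP strain; ratio of sample median GFP to plate DMSO average so 100% = DMSO; lower means less RPL19A-GFP as with rapamycin TOR inhibition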
LAP4 TOR yeast – yeast TOR pathway LAP4-GFP modulation. 320,000 compounds, 0.34% hits. AID 2023. GFP response vs DMSO, % at 10 µM. S. cerevisiae LAP4-GFP multiplex, flow cytometry GFP, 3 h; median GFP as percent of DMSO wells;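 active means GFP response vs DMSO above a set limit, about the screen mean plus 3 SD, cut at about 150% in these data; inconclusive means under 70 cell events counted for the yeast strain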
MEP2-GFP yeast – yeast TOR pathway MEP2-GFP modulation; S. cerevisiae MEP2-GFP strain, flow cytometry GFP, 3 h; 100% = DMSO control level; GFP response vs DMSO, % at 10 µM; 330,000 compounds, 0.51% hits;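 active means GFP response versus DMSO above a set limit, roughly screen mean plus 3 SD, cut at about 180% in these data; inconclusive means fewer than 70 cells counted for a yeast strain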;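 further: median GFP fluorescence of the barcode-gated MEP2-GFP cells per well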
JMJD2C inh – inhibitors of human GASC-1 (JMJD2C) demethylase; AID 2099; 330,000 compounds, 0.069% hits; inhibition, % at 2.35 µM; GST-JMJD2C(1-420) H3K9me3 demethylation, DELFIA europium;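 active means more than half of a compound's replicate wells show inhibition beyond 50%, single wells judged on their own value; inconclusive means some, but no more than half, of replicates pass 50% inhibition; inactive means no replicate passes 50% inhibition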;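 further: signal counts dimethyl H3K9 product captured on neutravidin plate; 0% = median of DMSO wells and 100% = 0.3 times that DMSO median; strong numbers were not always called active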
Target sequence (Q9H3R0 1-420 limits assumed): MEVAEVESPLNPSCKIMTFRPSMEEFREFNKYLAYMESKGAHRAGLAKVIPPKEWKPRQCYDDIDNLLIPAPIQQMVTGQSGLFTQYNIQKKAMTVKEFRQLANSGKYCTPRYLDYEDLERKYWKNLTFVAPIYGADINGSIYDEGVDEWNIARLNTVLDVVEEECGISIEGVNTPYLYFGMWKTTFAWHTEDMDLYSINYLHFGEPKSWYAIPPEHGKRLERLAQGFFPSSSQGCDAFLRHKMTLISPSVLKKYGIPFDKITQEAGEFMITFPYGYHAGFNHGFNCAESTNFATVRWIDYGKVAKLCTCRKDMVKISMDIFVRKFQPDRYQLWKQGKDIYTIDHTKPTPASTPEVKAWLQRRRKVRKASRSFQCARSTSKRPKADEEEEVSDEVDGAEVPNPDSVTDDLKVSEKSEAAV
VLA-4 inh – inhibition in a human VLA-4 binding assay; 330,000 compounds, 0.2% hits; VLA-4 expressing cells, ligand binding flow cytometry; P13612; AID 2557; inhibition, % (about 7 µM as worked out from the volumes in the protocol); in the data active means inhibition above about 50%
AGP1 TOR yeast – yeast TOR pathway AGP1-GFP modulation. S. cerevisiae AGP1-GFP multiplex flow cytometry, 3 h; GFP as percent of DMSO wells. GFP response vs DMSO, % at 10 µM. 320,000 compounds, 0.02% hits. AID 2066;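 active means GFP response relative to DMSO above a set limit, near screen average plus 3 SD, cut at about 150% in these data; inconclusive means fewer than 70 cells counted for the yeast strain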;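 further: median GFP channel fluorescence of the gated AGP1 strain per well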
* marks the source's active call; other numbers are inactive results; ? = inconclusive; nt = no result given; [ ] = dose if it differs, or a comment. Rows are unselected; about 1.7% have a hit in one of these screens.

GRK2 inh	CIT2 TOR yeast	RPL19A-GFP yeast	LAP4 TOR yeast	MEP2-GFP yeast	JMJD2C inh	VLA-4 inh	AGP1 TOR yeast	SMILES
2	102	103	106	98	10	-5	104	Cc1cc(C)c2cc(C#N)c(NCCOC(=O)c3ccccc3C)nc2c1
0	82[may fluoresce red]	?	?	75[may fluoresce red]	3	-1	87[may fluoresce red]	CCCC(=O)Nc1ccc(N2CCN(C(=O)c3cc4ccccc4o3)CC2)cc1
0	67	83	92	75	-18	0	68	Cn1cc(C(=O)OCC2CCN(CCNS(C)(=O)=O)CC2)c2ccccc21
0	101	98	106	105	nt	-10	111	COC(=O)C1CCN(CC(=O)Nc2ccc(C(=O)Nc3ccccc3OC)cc2)CC1
3	103	110	97	104	0	10	107	COc1ccc(N(CCC#N)S(=O)(=O)c2cccc3nsnc23)cc1
1	102	98	83	104	23	4	94	COc1ccc(NC(=O)C2CCN(S(C)(=O)=O)CC2)cc1OC
0	96	98	106	100	2	7	99	O=c1c2ccccc2nc(SCc2nnc(-c3ccccc3Br)o2)n1-c1ccccc1
1	101	97	102	99	-6	19	102	COc1ccc(C2=NN(C(=O)CN3CCCCC3)C(c3ccc(OC)cc3)C2)cc1 (centres undefined)
3	96	99	100	102	-4	6	100	COCCN(C(=O)CSc1nc2ccccc2o1)c1c(N)n(Cc2ccccc2)c(=O)[nH]c1=O
0	87	88	95	90	-1	-31	92	O=C(CN1CCCc2ccccc21)NC(=O)NC1CCCCC1
4	98	106	94	93	1	-4	98	C/C(N)=C(/C#N)C(=O)COC(=O)c1ccc(O)cc1
1	95	90	83	97	-7	-2	94	Cc1cc(O)cc(O)c1C(=O)Cc1cscn1
1	97	97	96	105	6	-1	93	S=C1NC2=C(CCC/C2=C\c2ccccc2)C(c2ccccc2)N1 (centres undefined)
3	96	93	104	95	-4	24	100	COc1ccc(CCC(=O)N(C)CC(=O)Nc2ccc(N3CCOCC3)cc2)cc1
2	98	101	103	99	34	5	99	CC(C)N1C(=O)CCC1C(=O)N1CCCc2ccccc21 (centres undefined)
0	110	102	106	102	10	8	107	Cc1nn(Cc2nnc(SCC(=O)Nc3ccc(Cl)cc3)n2C)c(C)c1[N+](=O)[O-]
2	111	107	101	107	5	-1	105	CS(=O)(=O)c1ccc2nc(NC(=O)c3cc(-c4ccccc4)nn3-c3ccccc3)sc2c1
1	89	94	103	95	5	-2	103	N#CC12CCCCC1CC1CCCCC1(C#N)N2N (centres undefined)
2	100	102	99	101	6	-3	102	CCC(Cc1ccccc1)NC(=O)C1CC1 (centres undefined)
0	94	101	85	97	-1	-1	89	COc1cc(OC)cc(C(=O)NNC(=O)CCC2CCCC2)c1

3 entries out of the list, ordered by length of the SMILES, high to low.
GRK2 inh	CIT2 TOR yeast	RPL19A-GFP yeast	LAP4 TOR yeast	MEP2-GFP yeast	JMJD2C inh	VLA-4 inh	AGP1 TOR yeast	SMILES
1	101	97	102	99	-6	19	102	COc1ccc(C2=NN(C(=O)CN3CCCCC3)C(c3ccc(OC)cc3)C2)cc1 (centres undefined)
3	103	110	97	104	0	10	107	COc1ccc(N(CCC#N)S(=O)(=O)c2cccc3nsnc23)cc1
1	95	90	83	97	-7	-2	94	Cc1cc(O)cc(O)c1C(=O)Cc1cscn1

Going on with the list:
GRK2 inh	CIT2 TOR yeast	RPL19A-GFP yeast	LAP4 TOR yeast	MEP2-GFP yeast	JMJD2C inh	VLA-4 inh	AGP1 TOR yeast	SMILES
14	96	103	101	106	13	3	88	Cc1ccc(-c2csc3nc4c5ccccc5c(NCCCN5CCOCC5)nn4c(=O)c23)cc1
4	98	97	118	101	12	-3	100	O=[N+]([O-])c1cccc(-c2ccc(C(=S)N3CCN(c4ccccc4)CC3)o2)c1
4	96	96	106	100	-11	6	104	Cn1c(Sc2ccc(C(=O)O)cc2[N+](=O)[O-])nnc1-c1ccccc1
0	104	104	101	102	2	2	101	BrC(=C\c1ccccc1)/C=N/Nc1nc(N2CCOCC2)nc(N2CCOCC2)n1
8	98	nt	100	92	5	4	102	Cn1c(=O)c2c(nc(Br)n2CCCc2ccccc2)n(C)c1=O
0	109	100	106	104	13	-10	103	CS(=O)(=O)Nc1ccccc1C(=O)N1CCOCC1
3	84	99	101	99	1	26	95	C=CCSc1nnc(-c2sc(-c3ccccc3)nc2C)n1C
0	106	109	102	113	5	-3	100	COc1ccc(C(CC(=O)Nc2ncccc2C)N2Cc3ccccc3C2=O)cc1 (centres undefined)
0	102	103	107	120	6	-8	102	CCOc1ccc(C(C)=O)cc1COC(=O)c1cc([N+](=O)[O-])ccc1N1CCOCC1
0	101	108	92	98	5	4	99	Cc1cc(C)cc(C(=O)N2CCN=C2c2ccccc2)c1
0	94	100	87	97	5	-1	91	Cc1cccc(C)c1NC(=O)CSc1ccc([N+](=O)[O-])cn1
0	91	97	101	96	-2	4	98	Cc1ccc(NC(=O)Cn2c3ccc(F)cc3c3nc4n(c(=O)c32)CCS4)cc1F
0	101	98	102	104	18	28	105	COc1ccc(OCC(=O)NC(=S)N2CCCc3ccccc32)cc1
6	nt	98	87	101	35	0	98	Cc1ccc(C)n1-c1ccc(C(=O)NCC2CCCO2)cc1 (centres undefined)
2	111	103	97	106	0	8	104	CCOc1cccc(C2C(C(=O)c3cccs3)=C(O)C(=O)N2Cc2cccnc2)c1 (centres undefined)
13	98	99	102	101	4	2	105	Cc1ncc2c(c1OC(=O)c1ccc([N+](=O)[O-])cc1)COC(C)(C)OC2
1	102	106	92	103	5	10	109	Cn1nccc1C(=O)OCC(=O)Nc1ccc(S(N)(=O)=O)cc1
3	94	98	101	95	9	7	97	O=C(NC(=S)N1CCOCC1)c1ccccc1Cl
2	94	93	91	93	-11	44	94	COc1ccc(-c2nnn(CC(=O)NCc3ccc4c(c3)OCO4)n2)cc1OC
0	98	103	91	105	-2	-5	95	O=C(Nc1ccc(F)cc1)Nc1nnc(Cc2ccccc2)s1
2	104	97	104	104	-2	4	102	Oc1ccc2ccccc2c1N=Nc1ccc(F)cc1
0	98	97	93	105	1	21	104	CCOc1ccc(-c2nnc3sc(COc4ccc(Cl)cc4)nn23)cc1
3	99	100	89	94	-18	9	97	O=C(Cc1ccccc1)NCC(=O)OCC(=O)c1ccccc1Cl
6	nt	89	94	94	-10	-2	95	C/C(=N\NC(=O)C(=O)N/N=C(\C)c1cccc(O)c1)c1cccc(O)c1
2	112	100	110	108	-7	7	107	O=C(NC1CCCC1)c1ccc(CS(=O)Cc2ccccc2Cl)o1 (centres undefined)
1	95	102	98	103	-11	3	98	CC1CC(=O)N(c2ccc(NCCc3ccc(O)cc3)c([N+](=O)[O-])c2)C1=O (centres undefined)
2	89	104	102	109	7	-3	98	Nc1nonc1C(=O)N/N=C/c1cccc([N+](=O)[O-])c1
10	?	87	98	118	6	0	21[may fluoresce violet]	Oc1ccc(N=Cc2ccc(O)c(O)c2)cc1
2	86	94	114	96	-11	-2	96	Cc1ccc(-c2nc(-c3cccnc3)no2)c(C)c1
0	76	102	87	101	8	-6	98	CN(C)CCNC(=S)Nc1ccc(-c2nc3ccccc3[nH]2)cc1
2	117	101	109	99	2	20	114	CC(C)c1ccc(NC(=S)Nc2ccc3[nH]c(=O)[nH]c3c2)cc1
0	93	99	101	104	7	5	99	CCCCNC(=O)C1(c2ccc(OC)cc2)CCOCC1
2	107	103	86	100	-8	0	105	COc1ccccc1NC(=O)CSc1nnnn1-c1ccc(F)cc1
3	102	96	89	97	-3	14	98	O=C(c1cccc(F)c1)N1CCC(O)(c2cccnc2)CC1
0	91	95	91	101	2	15	89	Cn1cc(Br)c(C(=O)Nc2nccs2)n1
1	99	103	99	107	-5	14	103	CCOC(=O)C1=C(CS(=O)(=O)c2ccccc2)NC(=O)NC1c1cc(OC)c(O)c(OC)c1 (centres undefined)
5	99	104	105	117	7	17	91	Cc1cc(N2CCOCC2)ccc1/C=C\[N+](=O)[O-]
0	87	94	nt	96	160	-3	94	Cc1ccccc1C(=O)NC1CCS(=O)(=O)C1 (centres undefined)
3	99	100	107	102	71	0	101	O=C(CNC(=O)c1cccs1)NCC(=O)OCc1ccccc1Cl
0	92	100	121	97	15	19	109	CC(Oc1ccc(-c2nnco2)cc1)C(=O)N1CCOCC1 (centres undefined)
0	100	97	103	98	0	0	99	CCOc1ccc(C(C)NC(=S)NCc2ccc(F)cc2)cc1 (centres undefined)
1	94	102	111	99	-8	8	105	Cc1ccc(CN(CC(=O)NCCc2ccccc2)C(=O)CCCC(=O)Nc2cc(C)on2)cc1
0	86	86	nt	89	-14	2	93	COc1ccccc1C(CCNCc1ccc(N(C)C)cc1)c1ccc(OC(C)C)cc1 (centres undefined)
2	108	105	96	106	0	2	108	Cc1cccc(NCc2cccc3ccccc23)n1
1	106	90	98	107	14	-50	108	COc1cc(/C=C2/C(=O)NN(c3ccccc3)C2=O)cc(Br)c1O
1	95	98	101	103	-5	12	94	Cn1c(=O)c2sccc2n(Cc2ccc(Br)cc2)c1=O
0	103	100	108	106	2	-2	108	O=C(CN(Cc1ccco1)C(=O)Cn1nnc(-c2ccc(F)cc2)n1)NC1CCCC1
0	101	96	87	115	-1	4	84	CCC(CNc1cc(OC)cc2cccnc12)NC1CCCCC1 (centres undefined)

Entries listed so far that contain an aryl methoxy group, in the order listed:
GRK2 inh	CIT2 TOR yeast	RPL19A-GFP yeast	LAP4 TOR yeast	MEP2-GFP yeast	JMJD2C inh	VLA-4 inh	AGP1 TOR yeast	SMILES
0	101	98	106	105	nt	-10	111	COC(=O)C1CCN(CC(=O)Nc2ccc(C(=O)Nc3ccccc3OC)cc2)CC1
3	103	110	97	104	0	10	107	COc1ccc(N(CCC#N)S(=O)(=O)c2cccc3nsnc23)cc1
1	102	98	83	104	23	4	94	COc1ccc(NC(=O)C2CCN(S(C)(=O)=O)CC2)cc1OC
1	101	97	102	99	-6	19	102	COc1ccc(C2=NN(C(=O)CN3CCCCC3)C(c3ccc(OC)cc3)C2)cc1 (centres undefined)
3	96	93	104	95	-4	24	100	COc1ccc(CCC(=O)N(C)CC(=O)Nc2ccc(N3CCOCC3)cc2)cc1
0	94	101	85	97	-1	-1	89	COc1cc(OC)cc(C(=O)NNC(=O)CCC2CCCC2)c1
0	106	109	102	113	5	-3	100	COc1ccc(C(CC(=O)Nc2ncccc2C)N2Cc3ccccc3C2=O)cc1 (centres undefined)
0	101	98	102	104	18	28	105	COc1ccc(OCC(=O)NC(=S)N2CCCc3ccccc32)cc1
2	94	93	91	93	-11	44	94	COc1ccc(-c2nnn(CC(=O)NCc3ccc4c(c3)OCO4)n2)cc1OC
0	93	99	101	104	7	5	99	CCCCNC(=O)C1(c2ccc(OC)cc2)CCOCC1
2	107	103	86	100	-8	0	105	COc1ccccc1NC(=O)CSc1nnnn1-c1ccc(F)cc1
1	99	103	99	107	-5	14	103	CCOC(=O)C1=C(CS(=O)(=O)c2ccccc2)NC(=O)NC1c1cc(OC)c(O)c(OC)c1 (centres undefined)
0	86	86	nt	89	-14	2	93	COc1ccccc1C(CCNCc1ccc(N(C)C)cc1)c1ccc(OC(C)C)cc1 (centres undefined)
1	106	90	98	107	14	-50	108	COc1cc(/C=C2/C(=O)NN(c3ccccc3)C2=O)cc(Br)c1O
0	101	96	87	115	-1	4	84	CCC(CNc1cc(OC)cc2cccnc12)NC1CCCCC1 (centres undefined)

From PubChem BioAssay
